Source: PubChem BioAssay
Thrombin inh: human alpha-thrombin inhibitors, primary screen, counter-screen for coagulation protease inhibitor project, biochemical, 1536-well, fluorogenic AMC substrate; Prothrombin (Homo sapiens), P00734; Boc-VPR-AMC fluorogenic substrate cleavage; inhibition, % at 5 µM; 220,000 tested, 0.26% active; AID 1046, 2008;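 active means inhibition at or above 40%; inactive means inhibition below 40%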;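 further: 0% = enzyme with no compound and 100% = wells without enzyme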
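Material: human alpha-thrombin enzyme / Medium: pH 7.5 Tris (50 mM) with NaCl 150 mM, Tween 20 0.05% / Compound: single-point dosing at 5 µM, 0.2% DMSO / Incubation: enzyme reaction carried out at room temperature / Detection: AMC fluorescence, 355/460 nm / Read-out basis: percent inhibition scaled between no-compound controls and no-enzyme blanks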
FXIa inh 1536: human FXIa protease inhibitors, primary screen, biochemical, 1536-well. Coagulation factor XI (Homo sapiens), P03951. purified FXIa, Boc-Glu-Ala-Arg-AMC fluorogenic substrate. inhibition, % at 5 µM. 220,000 tested, 0.14% active. AID 798, 2007;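 active means inhibition of at least 40%; inactive means inhibition below 40%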;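 further: fluorescence of freed AMC excited at 355 nm; 0% = enzyme without compound and 100% = no enzyme blank; many of its hits are not listed in these tables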
Wee1 degr inh: Wee1 degradation inhibitors, primary screen, cell-based, HeLa, Wee1K328M-luciferase, luminescence; HeLa Luc-Wee1K328M stability; 100% = proteasome inhibitor MG132 effect; reporter increase, % at 5 µM; 220,000 tested, 1.2% active; Wee1-like protein kinase (Homo sapiens), P30291;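 active means activation above the mean of all tested compounds plus 3 SD, set per screening run, cut at about 8.8% in these data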;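 further: cells exposed to compound for 20 h before luminescence read; 0% = DMSO alone and 100% = MG132 at 30 µM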
Furin inh: human furin inhibitors, primary screen, biochemical, fluorescence intensity; P09958; purified furin, fluorogenic substrate cleavage; inhibition, % at 30 µM; 220,000 tested, 0.061% active; AID 463115, 2010; in the data active means inhibition above about 25%; further: inactives centre near -15
PERK inhibitor: block of dimerizer-induced PERK translation repression, primary screen, PERK inhibitor project, CHO PERK-DD cells, SEAP luminescence, HTS; AID 1416, 2008; CHO PERK-DD fusion, SEAP luminescence translation reporter; inhibition, % at 5.6 µM; 220,000 tested, 0.17% active;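 active means inhibition above the mean inhibition of all tested compounds plus 3 SD, set separately per screening campaign, cut at about 2.9% in these data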;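 further: PERK kinase domain activated by AP20187 dimerizer at 100 nM; 0% = DMSO with dimerizer and 100% = rapamycin at 8.4 µM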
KCC2 mod: KCC2 cotransporter modulators, thallium flux, primary screen, cell-based, HEK293 KCC2, FluoZin-2 fluorescence, MLSMR | Solute carrier family 12 member 5 (Homo sapiens), Q9H2X9 | KCC2 cells, thallium flux FluoZin-2 fluorescence | B-score of Tl+ flux slope (higher = more flux/activation; lower = inhibition) at 10 µM | 190,000 tested, 2.2% active;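 active means thallium flux slope and its plate-corrected score both differing from the plate sample mean at a set confidence after two filtering rounds, in either direction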;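 further: slope of fluorescence scaled to starting intensity during 10 to 20 s after thallium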
p97 inhibitor: inhibitors of human p97 ATPase, primary screen, biochemical | inhibition, % at 8 µM | AID 1481, 2009 | Transitional endoplasmic reticulum ATPase (Homo sapiens), P55072 | recombinant p97 ATPase, Kinase-Glo ATP luminescence, 3 h | 220,000 tested, 0.42% active; in the data active means inhibition above about 15%;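 further: 0% = DMSO vehicle and 100% = wells lacking enzyme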
Target sequence (P55072 whole entry, looked up): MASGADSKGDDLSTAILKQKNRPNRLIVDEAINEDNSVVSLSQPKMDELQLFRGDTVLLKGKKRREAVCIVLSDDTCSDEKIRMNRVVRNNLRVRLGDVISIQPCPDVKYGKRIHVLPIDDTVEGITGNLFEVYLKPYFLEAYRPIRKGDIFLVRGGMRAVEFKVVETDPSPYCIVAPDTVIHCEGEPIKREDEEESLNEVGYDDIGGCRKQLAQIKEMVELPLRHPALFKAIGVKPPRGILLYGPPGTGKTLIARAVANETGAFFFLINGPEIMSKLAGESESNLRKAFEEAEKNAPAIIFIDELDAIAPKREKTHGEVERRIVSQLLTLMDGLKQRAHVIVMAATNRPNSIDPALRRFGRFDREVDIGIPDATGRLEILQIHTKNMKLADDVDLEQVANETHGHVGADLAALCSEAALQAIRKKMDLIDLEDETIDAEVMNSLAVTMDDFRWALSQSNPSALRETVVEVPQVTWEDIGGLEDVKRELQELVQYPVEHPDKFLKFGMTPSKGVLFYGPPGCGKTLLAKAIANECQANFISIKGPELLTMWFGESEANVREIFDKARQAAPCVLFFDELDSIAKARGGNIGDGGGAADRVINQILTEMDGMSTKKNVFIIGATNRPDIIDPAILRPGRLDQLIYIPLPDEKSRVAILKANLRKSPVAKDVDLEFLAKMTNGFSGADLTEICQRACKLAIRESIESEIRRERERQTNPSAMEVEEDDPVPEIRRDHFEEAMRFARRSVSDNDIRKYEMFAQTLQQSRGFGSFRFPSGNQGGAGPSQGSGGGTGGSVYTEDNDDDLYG
FXIIa inh: human FXIIa protease inhibitors, primary screen, biochemical, 1536-well; Coagulation factor XII (Homo sapiens), P00748; purified FXIIa, Boc-QGR-AMC fluorogenic substrate, 2 h; inhibition, % at 5 µM; 220,000 tested, 0.3% active; AID 800, 2007; in the data active means inhibition above about 40%;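 further: 0% = enzyme with no compound and 100% = blank without enzyme; many of its hits are not listed in these tables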
hK5 inh: human KLK5 protease inhibitors, primary screen, biochemical, 1536-well. inhibition, % at 5 µM. AID 873, 2007. 210,000 tested, 0.59% active. recombinant hK5, fluorogenic AMC substrate cleavage. Kallikrein-5 (Homo sapiens), Q9Y337;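 active means inhibition of 40% or more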;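 further: 0% = enzyme controls without compound and 100% = no-enzyme blanks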
Target sequence (Q9Y337 67-293 limits assumed): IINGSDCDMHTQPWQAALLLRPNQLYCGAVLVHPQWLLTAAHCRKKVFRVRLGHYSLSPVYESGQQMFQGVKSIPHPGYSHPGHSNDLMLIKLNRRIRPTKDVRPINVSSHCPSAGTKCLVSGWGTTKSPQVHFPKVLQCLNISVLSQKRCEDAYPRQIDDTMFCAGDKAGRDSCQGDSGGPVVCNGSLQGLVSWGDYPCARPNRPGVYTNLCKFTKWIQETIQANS
Active calls of the source: *; / = no result given; [ ] = dose if it differs, or a comment.

SMILES	Thrombin inh	FXIa inh 1536	Wee1 degr inh	Furin inh	PERK inhibitor	KCC2 mod	p97 inhibitor	FXIIa inh	hK5 inh
CCOC(=O)c1c(C)[nH]c(C(=O)N2CCCC(C(=O)c3cccc(OC)c3)C2)c1C (stereo unspecified)	-2	-1	2	-24	-0.4	-0.3	-2	9	14
O=C1c2ccc(Oc3ccc4c(c3)C(=O)N(CCCCO)C4=O)cc2C(=O)N1CCCCO	3	3	1	-13	0.6	0.98	1	17	-22
C=CCN=C(NC#N)SC	5	0	-1	-6	0.2	-0.95	-6	12	-4
CCOc1ncccc1C(=O)Nc1ccc(-c2cn3ccsc3n2)cc1	0	-10	-2	-15	0.0	-0.28	2	-14	6
COC(=O)c1ccc(NC(=O)CNC(=O)C2CCCCC2)cc1	0	-1	-2	-14	-0.2	-0.083	-5	11	-15
CCCCCCCc1nc2c(=O)[nH]c3ccccc3c2o1	/	/	-1	-26[20 µM]	1.6	-0.57	3	/	/
FC(F)(F)c1ccc(CN2CCCCCC2)cc1	1	0	-2	-25[20 µM]	0.4	0.29	2	9	2
Nc1nc2c(c(=O)[nH]1)C(c1ccccc1)C1=C(N2)c2ccccc2C1=O (stereo unspecified)	2	5	-1	-6	1.6	0.029	9	9	4
COc1ccc(-c2nc3cc(C)ccn3c2NCc2ccc3c(c2)OCO3)cc1	-9	3	2	-31	0.4	-0.64	2	8	2
O=C(NNC(=O)c1ccc(Br)o1)c1ccc(NC(=O)c2ccccc2)cc1	-4	-5	-3	-18	-0.1	0.51	3	-1	-11
CC(C)C(=O)NC(=S)Nc1ccccc1C(=O)Nc1ccccc1	-6	-9	1	-11[20 µM]	0.4	1.2	-7	-7	-128
CCc1cccc(N=c2c([N+](=O)[O-])nn(-c3ccc(Cl)cc3)n2O)c1	4	1	-1	-8[20 µM]	-0.6	0.1	-5	14	-3
COCC(C)Nc1ccc(S(=O)(=O)N2CCCC2)cc1[N+](=O)[O-] (stereo unspecified)	-2	-5	-1	-21	0.6	-0.08	0	3	-10
CCn1c(SCC(=O)N/N=C/c2cccs2)nc2ccccc21	0	3	-2	-13	0.0	-3	2	15	-1
CCOc1ccc(N2C(=O)CC(NCCc3ccc(S(N)(=O)=O)cc3)C2=O)cc1 (stereo unspecified)	-8	-4	-1	-1	0.2	/	6	-4	-5
CCOc1cccc(C(=O)Nc2ccccc2N2CCN(C(=O)C(C)C)CC2)c1	1	-2	0	-15	-1.1	/	0	10	0
S=c1[nH]nc(-c2cccnc2)n1/N=C/C=C/c1ccco1	3	-3	-3	-3	0.4	-0.098	5	5	-2
COc1cc([N+](=O)[O-])ccc1-c1ccc(/C=N/NC(=O)c2ccccc2O)o1	1	0	-2	-21	1.9	2.6	9	7	-2
CC[n+]1c(/C=C/N(C)c2ccccc2)oc2ccccc21	5	10	1	17	0.7	-0.5	7	20	-1
CCOC(=O)N1CCN(C(=O)CCCn2c(=O)[nH]c3ccccc3c2=O)CC1	0	-4	-2	-15	0.1	/	-1	5	-4
O=C(N1CCN(c2ccccc2)CC1)C1(c2cccs2)CCOCC1	15	-6	3	-13	0.1	0.83	0	0	-4
c1ccc2c(c1)ncn2CCC1CCCCC1	-1	-2	1	-13[20 µM]	0.2	-0.08	-3	-3	8
CCC(C)NC(=O)Cn1cc(S(=O)(=O)N2CCN(c3ccccc3F)CC2)c2ccccc2c1=O (stereo unspecified)	-9	-5	2	5	-0.3	-1.6	-2	0	3
COC(=O)C1CCN(C(=O)COC(=O)[C@@H]2CC(O)CN2S(=O)(=O)c2ccc3c(c2)OCCO3)CC1 (stereo partly specified)	-9	5	0	-6	0.8	0.51	0	11	-29
CCN(CCCNC(=O)Cn1ncc2c(=O)oc3ccccc3c21)c1cccc(C)c1	0	2	-1	-28	0.1	/	4	15	8

Grouped by structure, those above with a furan ring, fused or not.
SMILES	Thrombin inh	FXIa inh 1536	Wee1 degr inh	Furin inh	PERK inhibitor	KCC2 mod	p97 inhibitor	FXIIa inh	hK5 inh
O=C(NNC(=O)c1ccc(Br)o1)c1ccc(NC(=O)c2ccccc2)cc1	-4	-5	-3	-18	-0.1	0.51	3	-1	-11
S=c1[nH]nc(-c2cccnc2)n1/N=C/C=C/c1ccco1	3	-3	-3	-3	0.4	-0.098	5	5	-2
COc1cc([N+](=O)[O-])ccc1-c1ccc(/C=N/NC(=O)c2ccccc2O)o1	1	0	-2	-21	1.9	2.6	9	7	-2

Following part
SMILES	Thrombin inh	FXIa inh 1536	Wee1 degr inh	Furin inh	PERK inhibitor	KCC2 mod	p97 inhibitor	FXIIa inh	hK5 inh
O=C(CCCCCN1C(=O)CCC1=O)Nc1ncn[nH]1	0	-7	-1	-23[20 µM]	0.6	1.5	7	-2	-36
Cc1nnc(NC(=O)CSc2ccc(-c3ccc(Cl)cc3)nn2)s1	5	-4	3	-23	1.6	-0.24	6	4	-3
c1ccc(C(Cc2nc(-c3ccncc3)no2)c2ccccc2)cc1	-7	21	-1	-2[20 µM]	0.1	-0.87	-1	22	-1
CCCN1C(=O)/C(=C\c2nc3ccccc3c(=O)[nH]2)c2ccccc21	-6	13	-1	7	0.8	-0.24	-2	16	8
CC(C)OC(=O)/C(C#N)=C/c1ccc(-c2ccc(SC(F)F)cc2)o1	-4	5	0	-5	0.8	0.69	13	12	-2
CCn1c(SCCOc2ccc(Cl)cc2)nnc1-c1cccs1	2	11	-3	-3	-0.2	-3.6	-3	19	-1
CCCc1ccc(C(=O)NNC(=O)c2ccc(Cl)cc2)cc1	-7	-8	0	-18[20 µM]	0.4	-2.9	-2	4	-10
C=C(C)CC1N(c2cccc(OC)c2)C(=O)[C@@H]2C(C(=O)O)[C@H]3C=C[C@@]12O3 (stereo partly specified)	-14	-3	-2	-33	-0.2	-0.44	3	14	-23
C=CCNc1nc(NC(C)(C)CO)nc(OC)n1	0	46*	0	-20[20 µM]	0.3	-0.073	2	30	-9
CCOc1cccc2cc(C(=O)N3CCN(C/C=C/c4ccccc4)CC3)c(=O)oc12	2	1	2	-14[20 µM]	-1.7	-0.59	-3	11	-26
O=C(Nc1ccc(F)cc1)OCCN1CCN(Cc2ccccc2)CCC1=O	-4	-5	-2	-8	-0.7	-1.5	-3	4	-10
COc1ccccc1CNC(=O)CC(NS(=O)(=O)c1ccc(C)cc1)c1ccco1 (stereo unspecified)	1	17	-2	-6	-1.1	-1.3	0	8	19
COc1ccc2nc3ccccc3nc2c1NC(=O)c1ccc(Cl)cc1	-9	2	-2	-19	0.3	0.0054	4	10	-4
CC(=O)N(C)c1nnc(-c2cnccn2)s1	1	4	2	-15[20 µM]	0.5	0.034	1	15	34
COc1ccc(C2/C=C\CN(C(=O)OCc3ccccc3)CC(=O)N2Cc2ccc(F)cc2)cc1 (stereo unspecified)	-5	-4	/	-16	/	-2.2	/	3	-3
CCCNC(=O)c1ccc2c(c1)CCN2S(C)(=O)=O	3	-1	3	-17	1.7	0.46	3	8	-3
Cc1nnc(-c2cccc(C(F)(F)F)c2)nc1N1CCOCC1	3	0	-1	-13	0.1	-0.23	-2	0	-8
CCN(Cc1cc2ccccc2[nH]c1=O)C(=O)c1cccc([N+](=O)[O-])c1	-2	4	-2	-14	-0.6	0.32	4	10	2
CCOC(=O)CSc1nnc(CNC(=O)c2ccc(S(=O)(=O)N3CCCC3)cc2)n1C	48*	3	2	-8[20 µM]	1.4	0.99	3	4	48*
O=C(N/N=C/c1c[nH]c2ccc(Br)cc12)c1ccn(Cc2ccc(Cl)cc2Cl)n1	7	8	6	-14[20 µM]	1.2	-0.0029	6	7	8
Cc1ccccc1NC(NC(=O)c1cccs1)C(Cl)(Cl)Cl (stereo unspecified)	-8	-7	-3	-10[20 µM]	0.0	1.9	-1	-1	-12
O=C(CSc1ccc2nnc(-c3ccccn3)n2n1)NCc1ccc2c(c1)OCO2	-6	4	-1	-26	1.7	-0.03	0	11	-26
O=C(C(Sc1ccccc1)c1ccccc1)N1CCN(c2ccccc2)CC1 (stereo unspecified)	-7	-3	-3	-2	-0.4	-1.8	-2	4	-15

Twelve structures from above, arranged by molecular weight, ascending.
SMILES	Thrombin inh	FXIa inh 1536	Wee1 degr inh	Furin inh	PERK inhibitor	KCC2 mod	p97 inhibitor	FXIIa inh	hK5 inh
CC(=O)N(C)c1nnc(-c2cnccn2)s1	1	4	2	-15[20 µM]	0.5	0.034	1	15	34
O=C(CCCCCN1C(=O)CCC1=O)Nc1ncn[nH]1	0	-7	-1	-23[20 µM]	0.6	1.5	7	-2	-36
CCCc1ccc(C(=O)NNC(=O)c2ccc(Cl)cc2)cc1	-7	-8	0	-18[20 µM]	0.4	-2.9	-2	4	-10
Cc1nnc(-c2cccc(C(F)(F)F)c2)nc1N1CCOCC1	3	0	-1	-13	0.1	-0.23	-2	0	-8
CCCN1C(=O)/C(=C\c2nc3ccccc3c(=O)[nH]2)c2ccccc21	-6	13	-1	7	0.8	-0.24	-2	16	8
C=C(C)CC1N(c2cccc(OC)c2)C(=O)[C@@H]2C(C(=O)O)[C@H]3C=C[C@@]12O3 (stereo partly specified)	-14	-3	-2	-33	-0.2	-0.44	3	14	-23
CC(C)OC(=O)/C(C#N)=C/c1ccc(-c2ccc(SC(F)F)cc2)o1	-4	5	0	-5	0.8	0.69	13	12	-2
Cc1ccccc1NC(NC(=O)c1cccs1)C(Cl)(Cl)Cl (stereo unspecified)	-8	-7	-3	-10[20 µM]	0.0	1.9	-1	-1	-12
CCn1c(SCCOc2ccc(Cl)cc2)nnc1-c1cccs1	2	11	-3	-3	-0.2	-3.6	-3	19	-1
Cc1nnc(NC(=O)CSc2ccc(-c3ccc(Cl)cc3)nn2)s1	5	-4	3	-23	1.6	-0.24	6	4	-3
O=C(C(Sc1ccccc1)c1ccccc1)N1CCN(c2ccccc2)CC1 (stereo unspecified)	-7	-3	-3	-2	-0.4	-1.8	-2	4	-15
CCOC(=O)CSc1nnc(CNC(=O)c2ccc(S(=O)(=O)N3CCCC3)cc2)n1C	48*	3	2	-8[20 µM]	1.4	0.99	3	4	48*
